# High-throughput results deposited in PubChem BioAssay by The Scripps Research Institute Molecular Screening Center.
# TDP2 inh: blocks human TDP2 phosphodiesterase activity; O95551; inhibition, % at 12.8 µM; recombinant TDP2, T5PNP hydrolysis, p-nitrophenol absorbance 415 nm; hit rate 0.34% among 370,000;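 active = inhibition above the mean of all tested compounds plus 3 SD, set per campaign, cut at about 25% in these data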;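 note: 0% = DMSO with enzyme and 100% = buffer with substrate but no TDP2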
#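 System: recombinant human TDP2 / Amount: 120 nM TDP2 per well / Also added: 5 mM T5PNP chromogenic substrate / Doses: 12.8 µM single point, 1% DMSO / Incubation: 2 h at 37 °C / Detection: p-Nitrophenol epi absorbance / Evaluation: % inhibition relative to enzyme-containing and enzyme-free wells / Repeats: singlicate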
# DDE Tn7 FP inh: disrupts Tn7 cyclic peptide binding to fibrin D-Dimer-E complex. P02675. FP displacement of FITC-Tn7 peptide from fibrin DD(E); 0% = median of compound wells per plate. inhibition, % at 8.3 µM. hit rate 0.13% among 370,000. AID 720508;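 active = inhibition above the mean of compounds falling within the control limits plus 3 SD of them, cut at about 14% in these data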;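 note: 0% = plate median of compound wells and 100% = 10 µM Aha-Tn7 peptide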
# Target sequence (P02675 whole entry, looked up): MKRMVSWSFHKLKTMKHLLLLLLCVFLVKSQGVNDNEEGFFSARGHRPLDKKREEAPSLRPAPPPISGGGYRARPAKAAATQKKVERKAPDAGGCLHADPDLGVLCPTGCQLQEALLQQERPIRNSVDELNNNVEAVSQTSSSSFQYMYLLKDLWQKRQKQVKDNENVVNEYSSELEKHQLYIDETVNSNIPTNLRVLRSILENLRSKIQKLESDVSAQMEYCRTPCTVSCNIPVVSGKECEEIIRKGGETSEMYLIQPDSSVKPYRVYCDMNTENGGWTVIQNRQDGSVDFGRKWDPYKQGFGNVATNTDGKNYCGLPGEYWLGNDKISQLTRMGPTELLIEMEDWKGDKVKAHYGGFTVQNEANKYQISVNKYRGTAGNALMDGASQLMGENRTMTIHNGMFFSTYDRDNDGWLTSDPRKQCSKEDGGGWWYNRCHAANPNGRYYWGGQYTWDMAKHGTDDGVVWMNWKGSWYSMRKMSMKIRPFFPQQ
#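 Assay system: human fibrin DD(E). Input: DD(E) 2 µM final. Medium: Tris buffer with calcium and detergent, pH 7.8. Compound dosing: single point at 8.3 µM. Timing: 10 min plus 3 h, room temperature. Technique: fluorescence polarization of the labelled Tn7 tracer. Read-out: percent inhibition. Replicates: singlicate testing.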
# UHRF1 binding: human UHRF1 methylated DNA binding inhibitors | Q96T88 | UHRF1 binding to methylated oligo, TR-FRET | inhibition, % at 4.4 µM | hit rate 0.75% among 370,000 | AID 687016; in the data active = inhibition above about 21%;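 note: UHRF1 SRA domain binding a hemimethylated CpG hairpin DNA probe; 0% = median of test compound wells and 100% = reference inhibitor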
# HTRA1 inh: inhibitors of human serine peptidase HTRA1 | recombinant HTRA1, FP-rhodamine activity-based probe, fluorescence polarization | AID 504803 | inhibition, % at 5.96 µM | Q92743 | hit rate 0.5% among 340,000; in the data active = inhibition above about 36%;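 note: 0% = enzyme with DMSO and 100% = wells lacking enzyme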
# Target sequence (Q92743 whole entry, looked up): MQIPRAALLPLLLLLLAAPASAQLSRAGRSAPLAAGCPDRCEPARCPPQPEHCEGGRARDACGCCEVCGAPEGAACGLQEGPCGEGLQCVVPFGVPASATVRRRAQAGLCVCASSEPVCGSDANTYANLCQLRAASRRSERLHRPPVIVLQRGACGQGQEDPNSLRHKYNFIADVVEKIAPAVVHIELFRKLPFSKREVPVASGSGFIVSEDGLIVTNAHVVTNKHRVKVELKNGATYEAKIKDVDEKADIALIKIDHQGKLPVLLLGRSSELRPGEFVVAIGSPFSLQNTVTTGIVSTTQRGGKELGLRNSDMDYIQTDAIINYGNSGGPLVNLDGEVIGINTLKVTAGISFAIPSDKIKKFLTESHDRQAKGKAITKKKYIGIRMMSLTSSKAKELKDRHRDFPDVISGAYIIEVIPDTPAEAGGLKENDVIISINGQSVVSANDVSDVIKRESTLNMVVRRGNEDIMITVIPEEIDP
# ABHD4 inh: inhibitors of mouse ABHD4; purified mABHD4, FP-Rh probe fluorescence polarization; inhibition, % at 8.92 µM; hit rate 0.54% among 370,000;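 active = inhibition exceeding the mean over every tested compound plus 3 SD, cut at about 30% in these data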;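 note: 0% = plate median of compound wells and 100% = S159A mutant with DMSO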
#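 Material: mouse ABHD4 enzyme, wild type; Benchmarks: S159A mutant high control, sample median low control; Buffer or medium: HEPES pH 7.0, NaCl, Pluronic buffer; Signal: fluorescence polarization; Read-out: percent inhibition of probe binding, normalized to plate controls; Timing: pre-incubation 45 min, probe exposure 60 min, at 25 °C; Dosing: 8.92 µM, single dose.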
# TCR-CD3 inh: human TCR-CD3 binding inhibition; TAMRA-labeled TCR probe fluorescence, biochemical; inhibition, % at 9.4 µM; hit rate 0.37% among 360,000; AID 651800; in the data active = inhibition above about 19%;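 note: recombinant mutant TCR 2C K166C tagged with TAMRA read by polarization; 0% = receptor in buffer alone and 100% = receptor with positive control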
# SIAE inh: inhibitors of human sialic acid acetylesterase SIAE; inhibition, % at 9.66 µM; SIAE FP-Rh probe binding, fluorescence polarization; Q9HAT2; hit rate 0.69% among 370,000;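 active = inhibition above a cutoff: mean of compounds within the control limits plus 3 SD of those, cut at about 17% in these data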;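 note: 0% = plate median of compound wells and 100% = probe without SIAE protein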
# PRMT1 inh: inhibitors of human PRMT1; Q99873; recombinant PRMT1, activity-based probe fluorescence polarization; inhibition, % at 2.79 µM; hit rate 1.3% among 370,000;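 active = inhibition above about 21% made by adding two undisclosed values, limit read from the data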
# PG9 binder: binds the HIV-1 gp120 antibody PG9; TR-FRET gp120-PG9 antibody binding; hit rate 0.43% among 360,000; AID 624416; inhibition, % at 6.7 µM; in the data active = inhibition above about 8.5%
# LEDGF integ inh: blocks HIV-1 LEDGF/p75-dependent DNA integration | TR-FRET IN-LEDGF/p75 DNA integration, Eu/Cy5 | inhibition, % at 3.7 µM | hit rate 0.64% among 370,000;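 active = inhibition above the screen-wide mean plus 3 SD, cut at about 13% in these data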;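 note: signal is the Cy5 over europium emission ratio at 671 and 618 nm; 0% = plate median of compound wells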
# The depositor's hits bear a star; · = not tested or not shown. Compounds as they come (roughly 4.2% active in at least one column).
SMILES,TDP2 inh,DDE Tn7 FP inh,UHRF1 binding,HTRA1 inh,ABHD4 inh,TCR-CD3 inh,SIAE inh,PRMT1 inh,PG9 binder,LEDGF integ inh
CC(=O)N(C)c1ccc(C=C2C=Cc3ccccc32)cc1,5,7,-4,2,1,5,7,10,-2.0,-1
Cc1ccc(/C=N/N=C/c2ccc(C)cc2)cc1,-4,0,-2,4,-2,10,-1,-2,-2.0,1
CCOC(=O)c1cccc(NC(=O)CN(C)S(=O)(=O)c2ccc(F)cc2)c1,8,3,1,·,-1,·,1,-2,·,1
CC(C)N=C(NC#N)SCC(=O)NC(C)(C)C,8,0,0,0,1,4,5,0,0.7,-1
NC(=O)C(=O)N/N=C1\CCc2ccccc21,9,-1,-3,3,1,0,-3,2,0.3,0
COc1ccc(CCNC(=O)CNC(=O)c2nn(-c3ccc(OC)c(OC)c3)c(=O)c3ccccc23)cc1OC,-13,1,3,4,5,-9,10,-1,1.3,-2
COc1cc(C(=O)Nc2ccc(-n3cnnn3)c(C)c2)cc(OC)c1OC,3,10,1,-4,-3,4,-1,1,-1.4,0
Cn1c(=O)n(CCc2ccccc2)c(=O)c2c1ncn2Cc1ccccc1,1,-3,1,-4,-6,-7,-3,0,2.1,0
COc1ccc(NC(=O)c2cccc(NS(=O)(=O)c3ccccc3)c2)cc1,0,5,-1,-8,1,-7,6,1,0.3,1
CC(O)[C@H]1CNCCN1CC1(c2ccccc2)CC1 (some centres undefined),-18,-6,7,-6,-5,-9,-4,-1,-1.0,-3
CSc1nc(N)nc(SCC(=O)CC(=O)OC(C)C)c1C#N,-2,3,1,0,5,5,9,6,-2.1,-1
COc1ccc(C(=O)CCS(=O)(=O)c2ccc(C)cc2)cc1,-7,-5,1,4,6,3,1,9,0.0,-1
O=C1NC(=S)N/C1=C/c1cccnc1,-6,5,-5,-2,-4,-7,-8,-1,0.5,4
Cc1nc2ccccc2c(=O)n1NC(=O)c1ccccc1,-24,6,1,-6,-9,-3,-9,-4,-1.3,3
COc1cccc(OC)c1OCCN1CCN(C(=O)c2ccco2)CC1,2,-3,-1,4,3,0,12,-2,-0.3,-1
C[C@@H]1ON(C)[C@H]2C[C@H]3c4cc(N5CCOCC5)ccc4CCN3C[C@@H]12,7,2,-3,·,4,7,10,-9,-1.0,4
CC(C)(C)c1ccc(C(=O)N2CCC(C(=O)N3CCCCC3)CC2)cc1,11,3,1,1,0,-6,5,3,-0.5,-2
COc1ccccc1C(=O)NC(CCSC)C(=O)NCCCSc1ccccc1 (centres undefined),-3,-6,-1,-12,-4,6,-3,-3,0.7,2
Cc1ccc(Cl)cc1N1CCN(S(=O)(=O)c2c(C)[nH]c(C)c2C(=O)N2CCCCC2)CC1,-1,-1,0,-6,0,5,4,-5,-2.6,2
CC(C)(C)SCCNC(=O)CSCc1ccc([N+](=O)[O-])cc1,-7,1,3,1,-5,-8,7,2,-0.1,2

# 3 compounds out of the list above, arranged by their value in LEDGF integ inh, rising:
Compound	TDP2 inh	DDE Tn7 FP inh	UHRF1 binding	HTRA1 inh	TCR-CD3 inh	SIAE inh	PRMT1 inh	PG9 binder	LEDGF integ inh
CC(O)[C@H]1CNCCN1CC1(c2ccccc2)CC1 (some centres undefined)	-18	-6	7	-6	-9	-4	-1	-1.0	-3
CSc1nc(N)nc(SCC(=O)CC(=O)OC(C)C)c1C#N	-2	3	1	0	5	9	6	-2.1	-1
C[C@@H]1ON(C)[C@H]2C[C@H]3c4cc(N5CCOCC5)ccc4CCN3C[C@@H]12	7	2	-3	·	7	10	-9	-1.0	4

# Next section.
SMILES,TDP2 inh,DDE Tn7 FP inh,UHRF1 binding,HTRA1 inh,ABHD4 inh,TCR-CD3 inh,SIAE inh,PRMT1 inh,PG9 binder,LEDGF integ inh
O=C(NN1CC(C(=O)OCc2ccc(Cl)cc2Cl)CC1=O)c1ccccc1 (centres undefined),-11,-2,5,0,-12,-3,-18,3,2.9,-6
COc1ccc(C(=O)Nc2ccc(Cl)c(Cl)c2)c(OC)n1,1,1,1,3,6,-3,-6,2,0.9,-2
CCN(C)C1CN(Cc2cn(Cc3ccc(OC)cc3)nn2)S(=O)(=O)C1 (centres undefined),6,5,9,·,5,2,5,0,0.2,2
COc1ccc(NC(=O)CSc2nnnn2C2CCCC2)cc1S(=O)(=O)N1CCOCC1,6,-3,-1,11,8,-4,5,1,1.3,0
O=C(c1nc2ccc(Cl)cn2c1CN1CCCC1)N1CCc2ccccc2C1,-1,6,1,8,1,11,0,24*,0.1,3
COc1ccc(-n2ccnc2SCC(=O)c2c(N)n(C3CC3)c(=O)[nH]c2=O)cc1,-1,-1,-1,-2,-1,1,-7,1,-1.3,2
CC1CCN(S(=O)(=O)c2ccc(S(=O)(=O)NCC(=O)C(C)(C)C)cc2)CC1,-11,-3,3,-4,6,5,-5,0,-2.7,3
O=C(Nc1ccc(S(=O)(=O)N2CCOCC2)cc1)c1ccc2ncsc2c1,-8,-5,-1,-12,-9,5,-8,22*,-0.5,5
C=CCN1C(=O)C(CC(=O)NCC)SC1=Nc1ccccc1CC (centres undefined),1,5,0,8,-1,5,-3,-2,-1.0,-5
COc1ccc(C(C)=O)cc1COC(=O)c1ccc2c(c1)OCCO2,8,-8,-3,-24,1,-3,-3,4,0.5,-1
Cc1c(O)ccc2c(CN3CCN(C/C=C/c4ccccc4)CC3)cc(=O)oc12,3,0,-3,0,-9,2,3,-1,-1.0,1
COC1=C(Br)C(=O)c2nc(C)ccc2C1=O,25*,-1,39*,16,21,19*,-7,28*,-3.9,65*
CC(C)(C)C(=O)NC1(C(F)(F)F)NC(=O)N(c2ccc(F)cc2)C1=O (centres undefined),1,4,0,0,3,1,-8,4,-1.3,0
Cc1cc(C)cc(NC(=O)Cn2nnc(C(=O)NCc3cccs3)c2N)c1,-7,3,0,-10,-9,3,4,-3,0.9,-2
O=C(c1ccc(F)cc1)c1cnc(Nc2ccccc2)s1,0,4,-2,2,3,7,-6,0,0.2,-5
Nc1c(C(=O)NC2CCCCC2)nsc1C(=O)OCC(=O)NC1CCCCC1,3,-2,1,2,-3,1,-1,2,0.7,0
CCC(=O)N1c2ccc(S(=O)(=O)N3CCN(c4ccccc4Cl)CC3)cc2CC1C (centres undefined),-20,3,3,-19,-14,1,-5,-6,-3.1,4
Cc1nnc(NC(=O)c2ccccc2NC(=O)c2ccccc2)s1,1,5,0,-5,-4,-2,6,-2,-1.7,1
CCCC(=O)N1CCCC1(C)C(=O)Nc1cc(C)ccc1C (centres undefined),3,5,3,·,-2,-2,-3,-1,-0.9,85*
COc1ccccc1CNC(=O)CN1C(=O)c2cccc(N)c2C1=O,-21,-1,-1,-3,4,1,-5,10,5.1,9
COc1ccc(CNS(=O)(=O)CC2NCc3ccc(C)cc32)cc1 (centres undefined),4,3,-8,·,-2,·,0,3,·,-1
CC(=O)C1=C(C)NC(SCC(N)=O)=C(C#N)C1c1ccco1 (centres undefined),-2,2,-2,-3,-8,5,5,0,-0.2,3
COCCCNC(=O)CS(=O)(=O)Cc1nc(-c2ccccc2C)oc1C,-7,8,2,-4,-7,0,-6,-7,1.8,7
COC(=O)CSc1nnc(-c2ccc(S(=O)(=O)NCc3cccs3)cc2)o1,8,-2,1,1,2,3,10,0,1.5,1
CCC(C)NS(=O)(=O)c1ccc(S(=O)(=O)Nc2cc3c(cc2C(C)=O)OCO3)cc1 (centres undefined),-4,0,-3,-5,3,1,-3,1,0.1,-1
CC(C)CCNC(=O)C1CCCN(C(=O)c2ccc3c(c2)NC(=O)CS3)C1 (centres undefined),-3,-13,-3,·,3,·,8,-4,·,7
COc1ccc(Cn2nnnc2C(c2ccccc2)N2CCN(C3CCCC3)CC2)cc1 (centres undefined),6,-4,-2,-5,0,6,0,3,-2.7,0
NS(=O)(=O)c1cccc(NC(=O)COC(=O)CCN2C(=O)c3ccccc3C2=O)c1,-2,-6,2,7,10,-1,0,-1,-1.6,3
Cc1cccn2c(=O)c3cc(C(=O)NC(C)c4ccccc4)c(=N)n(CCCn4ccnc4)c3nc12 (centres undefined),-10,2,-5,6,-3,2,-1,-2,1.1,-2
COc1ccc(-c2ccc(CCC(=O)O)n2-c2cc(OC)ccc2OC)cc1,3,-3,0,5,8,-6,10,4,-3.1,-1
COC(=O)C1CN(C2CCCC2)CCS(=O)(=O)N1Cc1ccc(OC)cc1 (centres undefined),-2,5,-3,·,-1,·,6,0,·,3
CCNC(=S)Nc1ccc2c(c1)c(=O)n(C)n2-c1ccc(C(C)(C)C)cc1,-6,-2,0,·,21,-11,8,4,0.2,3
O=C(COC(=O)c1ccc2ccccc2n1)Nc1ccccc1Br,-1,2,0,-2,0,1,-1,-3,-1.9,-3

# Of the compounds above, these have two or more sulfur atoms:
SMILES,TDP2 inh,DDE Tn7 FP inh,UHRF1 binding,HTRA1 inh,ABHD4 inh,TCR-CD3 inh,SIAE inh,PRMT1 inh,PG9 binder,LEDGF integ inh
CSc1nc(N)nc(SCC(=O)CC(=O)OC(C)C)c1C#N,-2,3,1,0,5,5,9,6,-2.1,-1
COc1ccccc1C(=O)NC(CCSC)C(=O)NCCCSc1ccccc1 (centres undefined),-3,-6,-1,-12,-4,6,-3,-3,0.7,2
CC(C)(C)SCCNC(=O)CSCc1ccc([N+](=O)[O-])cc1,-7,1,3,1,-5,-8,7,2,-0.1,2
COc1ccc(NC(=O)CSc2nnnn2C2CCCC2)cc1S(=O)(=O)N1CCOCC1,6,-3,-1,11,8,-4,5,1,1.3,0
CC1CCN(S(=O)(=O)c2ccc(S(=O)(=O)NCC(=O)C(C)(C)C)cc2)CC1,-11,-3,3,-4,6,5,-5,0,-2.7,3
O=C(Nc1ccc(S(=O)(=O)N2CCOCC2)cc1)c1ccc2ncsc2c1,-8,-5,-1,-12,-9,5,-8,22*,-0.5,5
COC(=O)CSc1nnc(-c2ccc(S(=O)(=O)NCc3cccs3)cc2)o1,8,-2,1,1,2,3,10,0,1.5,1
CCC(C)NS(=O)(=O)c1ccc(S(=O)(=O)Nc2cc3c(cc2C(C)=O)OCO3)cc1 (centres undefined),-4,0,-3,-5,3,1,-3,1,0.1,-1
